Compound activity (PubChem)
NADH coupling: blocks coupling enzymes of NAD/NADH assays. coupled PK/LDH NADH assays, four targets. IC50, µM (top dose mostly 10 µM), for the others: at the top dose inhibition. hit rate 0.02% among 65,000. AID 774;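 active = single-dose screening hits from any of four coupled enzyme assays that gave an IC50 when retested across doses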;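 also: the DPM-DC format reads NADH fluorescence rather than 340 nm absorbance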
RORA act: RORA (human) activation; CHO-K1 Gal4-RORA LBD luciferase reporter, luminescence; percent increase over mock-subtracted basal signal; activation, % at 10 µM; hit rate 1.5% among 65,000;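 active = activation above the mean of all tested compounds plus 3 SD, cut at about 49% in these data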;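 also: 0% = DMSO-treated RORA cells and 100% = added signal equal to DMSO minus mock-transfected cells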
5-HT1A blocker: antagonists of human 5-HT1a serotonin receptor; P08908; CHO 5-HT1a Ga15 NFAT-bla reporter, antagonist mode; inhibition, % at 10 µM; hit rate 0.68% among 62,000; AID 612;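 active = inhibition above the mean of all tested compounds plus 3 SD, cut at about 43% in these data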;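 also: receptor stimulated by 5-CT agonist at 100 nM near EC80; beta-lactamase reporter measured by ratiometric fluorescence of a cleavable substrate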
SF1 activator: activates the human nuclear receptor SF-1; AID 522; activation, % at 10 µM; hit rate 1.9% among 65,000; CHO-K1 Gal4-SF-1 LBD luciferase reporter; % increase over DMSO SF-1-specific signal;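 active = activation above the mean activation of all tested compounds plus 3 SD, cut at about 50% in these data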
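Assay system: CHO-K1 cells co-transfected with Gal4 DBD–human SF-1 LBD, 5xGal4 luciferase reporter / Input: 4,000 cells per well / Incubation: 20 h compound exposure at 37 °C after 1 h cell settling / Detection: SteadyLite luciferase luminescence / Control set: DMSO negative control and −SF1 background wells / Replication: one test per compound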
A340 absorber: compound absorbs light at 340 nm; compound absorbance at 340 nm, fold over control; fold change at 10 µM; 65,000 tested, under 10 active; AID 708;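 active = at 10 µM dose, initial 340 nm absorbance at least 2 fold that of control wells; inactive = change under 2 fold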;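 also: initial absorbance extrapolated from kinetic A340 decline of NADH oxidation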
MMP13 inh: inhibitors of human MMP13 | inhibition, % at 4 µM | hit rate 0.07% among 65,000 | MMP-13 fTHP FRET cleavage, Mca fluorescence | P45452;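 active = inhibition above the mean of compound-free control plate wells plus 3 SD, cut at about 14% in these data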;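 also: 0% = DMSO wells and 100% = wells with reference MMP-13 inhibitor after basal subtraction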
HTR1A agonist: agonists of human 5-HT1a serotonin receptor; AID 567; hit rate 0.56% among 65,000; CHO 5-HT1a Ga15 NFAT-bla reporter, FRET ratio; 0% basal, 100% maximal reference agonist; P08908; activation, % at 10 µM;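 active = activation above the screen-wide mean activation plus 3 SD, cut at about 19% in these data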;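 also: 0% = DMSO wells and 100% = 5-CT at EC100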
Autofluor 339: intrinsic fluorescence of library compounds, ex339/em460 – biochemical, MLSMR library, data from DPM-DC assay, artefact control, profiling panel | compound autofluorescence, ex339/em460 nm, NADH buffer; stronger effect = higher value; 1 = no-compound wells, NADH background | fluorescence fold increase at 10 µM | hit rate 5.5% among 65,000 | AID 709;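 active = at 10 µM, mean starting fluorescence two-fold or more over control wells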;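 also: signal is the first read of a kinetic run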
TNAP act DEA: human TNAP activation, intermediate phosphate acceptor; P05186; purified TNAP, CDP-star luminescence, 100 mM DEA, 30 min; stronger effect = higher value; scale: 0 levamisole-inhibited, 1 vehicle-only enzyme; activation factor at 20 µM; 64,000 tested, under 10 active;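 active = activation factor of at least 2 at 20 µM, relative to controls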
* hit, by the source's call; · = no result given; [ ] = another dose, or the depositor's remark.

SMILES	NADH coupling	RORA act	5-HT1A blocker	SF1 activator	A340 absorber	MMP13 inh	HTR1A agonist	Autofluor 339	TNAP act DEA
COc1ccc(CNC(=O)COC(=O)c2n[nH]c3ccccc23)cc1	3%	-15	7	-9	1	-1	-3.0	1.1	0.9
O=C(Nc1ccc(N2CCOCC2)cc1)C1(S(=O)(=O)c2ccccc2)CC1	1%	21	15	28	1	2	-3.5	1.1	0.9
O=C(c1cc(-c2ccccc2)nc2ccccc12)N1CCN(c2ccccn2)CC1	7%	1	-8	6	1.1	3	1.1	1	0.9
CCOC(=O)CNC(=O)Nc1cc(C(C)(C)C)nn1-c1ccccc1	2%	8	-4	8	1	4	-2.5	1.2	0.9
Cc1ccc(S(=O)(=O)NCCCN(C)C)cc1	7%	14	-4	17	1	-5	-1.1	1.1	0.9
O=C(O)CCCC(=O)Nc1ccccc1-n1ccnc1	2%	6	14	3	1	-3	-6.2	1.1	1
O=C(Nc1ccccc1)c1cnc[nH]1	1%	28	3	57*	0.98	-12	-2.1	1.1	0.9
COc1ccccc1N1CCN(C(=O)c2oc3cc(C)c(C)cc3c2C)CC1	2%	12	-4	4	1	-2	-3.5	1	0.9
Cc1c(F)cccc1NC(=O)CCC(=O)O	2%	-15	5	20	1	6	0.1	1.1	1
CCOc1ccc(-c2nnc3sc(-c4c(OC)cccc4OC)nn23)cc1	1%	·	·	·	0.98	·	·	1	0.8
Cc1cc(C)c(S(=O)(=O)Nc2ccc[nH]c2=O)c(C)c1	3%	-13	-1	0	1	1	-0.5	1.1	1.1
COc1ccccc1NC(=O)COc1cccc(-n2cnnn2)c1	9%	-14	-1	-20	0.99	0	-2.3	1.1	0.9
Cc1c(S(=O)(=O)Nc2ccc3c(c2)OCCO3)c(=O)n(C)c(=O)n1C	6%	-1	-10	-14	1	1	-1.4	0.99	0.9
O=C(CC12CC3CC(CC(C3)C1)C2)N1CCOCC1	4%	3	3	-7	1	0	-2.5	1.1	1
Cc1ccc(-c2cc(C(F)(F)F)c(C#N)c(SCCC#N)n2)o1	5%[fluoresces]	8	0	-3	1.1	-204[fluorescence artefact?]	34*	3.7*	0.9
N#Cc1ccccc1NC(=O)c1ccccc1OCC(=O)Nc1ccc2c(c1)oc1ccccc12	3%	-20	22	-1	1.1	-3	-0.3	1.1	0.8
O=C(c1cccnc1)N1CCc2ccccc21	4%	-1	4	-1	1	7	-1.5	1	0.8
Nc1csnc1C(=O)O	6%	-7	8	-12	1	2	-2.3	1.1	1
CCc1ccc(CC)c(S(=O)(=O)Nc2ccc(O)c(C(=O)O)c2)c1	6%	5	3	0	1	-3	1.5	1.1	1
O=C1N2CCCc3cccc(c32)C12Nc1ccccc1S2 (configuration not stated)	2%	1	3	31	1.1	-1	-1.2	1.1	0.9
O=C(O)c1ccc(Cl)cc1NC(=O)C1CCCO1 (configuration not stated)	1%	-17	7	-5	1	2	-2.9	1	1.1
CCOC(=O)c1cnc(-n2nc(C)cc2C)nc1N(C)C	4%	41	3	6	1	2	-4.5	1.1	0.9
N#Cc1cc2ccccc2nc1SCc1ccccn1	10%	71*	22	67*	0.99	0	-2.0	1.1	0.8
COc1ccc2cc(CN(CC3COCCO3)S(=O)(=O)c3ccccc3)c(=O)[nH]c2c1 (configuration not stated)	7%	-11	-6	8	1.1	-5	1.1	1.6	0.9
O=C(c1ccncc1)N1C2C=CC(C2)C1(C(F)(F)F)C(F)(F)F (configuration not stated)	4%	2	-1	12	1	-4	-1.2	1.1	0.9
Cc1cc(C)c(C#N)c(SCC(=O)NC2CC2)n1	3%	-13	·	-4	0.97	-5	1.9	1.1	0.9
COc1ccc(-c2oc3ncnc(NCCCN4CCOCC4)c3c2-c2ccc(OC)cc2)cc1	17%[fluoresces]	2	33	4	1.1	-220[fluorescence artefact?]	5.8	3.8*	0.9
Cc1nc2ccc(F)cc2cc1C(=O)NCc1ccco1	9%	-21	-9	2	1	10	-2.5	1	0.9
CC1CC(=O)N(CC(=O)NCc2ccc3c(c2)OCO3)c2ccccc2S1 (configuration not stated)	4%	13	-4	-2	0.99	1	-1.8	1.2	1
CCOC(=O)Cc1csc(NC(=O)c2cccs2)n1	4%	22	-3	43	1.1	3	-0.3	1.1	0.9
COC(=O)c1ccc2ncccc2c1	4%	19	12	25	1	4	-0.5	1.1	0.9
Cc1ccc(S(=O)(=O)N2CCCN(S(=O)(=O)c3ccc(C(F)(F)F)cc3)CC2)cc1	6%	-8	-3	-12	1	2	1.7	1.1	0.9
COCCNC(=O)Cn1cnc2ccc(S(=O)(=O)N3CCC(C)CC3)cc2c1=O	0%	-11	-12	0	1	2	-2.1	1	0.9
CCNc1nnc(-c2ccccc2OC)s1	8%[fluoresces]	-1	11	-3	1.1	-164[fluorescence artefact?]	-2.4	2.1*	0.9
CCOCCCNC(=O)Cc1c(C(=O)O)[nH]c2ccc(Cl)cc12	2%	-2	-2	10	1.1	0	0.8	1.1	1
Cc1cccc(Nc2ccccc2)c1	5%	-10	-2	-14	1	10	-1.1	1.2	0.9
CCOC(=O)N1CCC(N2C(=O)c3cc(C(=O)NC4CCCCC4)ccc3C2O)CC1 (configuration not stated)	3%	-9	5	-5	1.1	-7	-0.3	1.1	0.9
Cc1[nH]c2c(C)cccc2c(=O)c1Br	4%	-9	-15	7	1	3	-1.9	0.98	0.8
Cc1c(C)n(C)c2ccc(C(=O)NCc3cccs3)cc12	5%	-1	9	21	0.98	-15	-3.1	1.1	0.8
Cc1ccc(S(=O)(=O)N[C@@H](CC(C)C)C(=O)NCc2ccco2)cc1	4%	10	-7	16	1.1	0	3.4	1	0.9
COC(=O)c1cccc(NC(=O)CSc2nnc(C)n2Cc2ccccc2)c1	8%	0	0	-7	1	5	-4.2	1.1	0.9
Cc1ccc(S(=O)(=O)c2nc(Nc3nccs3)sc2Cl)cc1	3%	16	13	0	1.1	0	3.1	1	0.9
COC(=O)C1=C(C)N=C2SC(C)C(=O)N2C1/C=C/c1ccccc1OC (configuration not stated)	3%	-10	·	7	1.1	-3	-1.3	1.1	1
COc1ccc2[nH]c(=O)c(CN(CCCN(C)C)C(=O)Nc3ccccc3)cc2c1	13%	0	-3	-10	1.1	-17	-2.4	2.7*	0.9
COc1cccc(NC(=O)CC2SC(=Nc3ccccc3)NC2=O)c1 (configuration not stated)	2%	0	·	2	0.98	-7	0.4	1	0.8
N#C/C(=C\N1CCN(Cc2ccc3c(c2)OCO3)CC1)c1nc2ccccc2s1	4%	11	·	11	1.1	8	-0.6	1	0.9
CC(=O)OC1CC2(C)C(=O)CCC2C2CCc3cc(O)ccc3C12 (configuration not stated)	1%	9	-6	-8	0.99	-1	-1.3	1.1	0.9
Cc1cc(C)cc(NC(=O)N2CCC(c3nc4ccccc4o3)CC2)c1	4%	-34	-7	-18	1	5	-1.8	1.1	1
Cc1ccc(C(C)C)c(OCCN)c1	5%	-13	10	0	0.99	-3	-1.7	1.1	0.9
O=C(O)CCc1cc(I)c(Oc2ccc(O)c(I)c2)c(I)c1	3%	-8	·	-12	0.99	-1	-1.0	1	0.9
CC1CCc2c(sc3ncn4c(SCC(=O)NCc5ccco5)nnc4c23)C1 (configuration not stated)	0%	-10	-2	-5	1.1	2	4.6	1.2	1
CCCc1nc(SCC(=O)N2CCCc3ccccc32)c2c(=O)n(C)c(=O)n(C)c2n1	2%	8	-12	-14	1	-4	4.7	1.1	0.9
O=C(Cc1cccs1)NCc1ccc(F)cc1	2%	-4	2	-6	1	6	-6.4	1	0.9
CCOC(=O)Nc1ccc(C(=O)Oc2ccccc2)c(O)c1	3%	-13	13	-8	1	1	-2.0	1.1	0.9
COC(=O)c1ccc2c(c1)NC(=O)C(N1CCOCC1)S2 (configuration not stated)	5%	10	-13	11	1	-2	-3.6	1.1	0.9
COc1cccc(C(=O)Nc2ccc(C(=O)O)cc2)c1	6%	-24	2	-8	0.95	4	-2.1	1.2	0.9
O=C1c2ccccc2C(=O)N1CCC(c1ccc(F)cc1)c1ccco1 (configuration not stated)	7%	-8	-4	-11	1	5	1.2	1.1	0.9
CCOC(=O)CCn1nnc(N)n1	7%	27	13	0	0.99	2	-2.0	1	1
O=C(CN1CCOCC1)Nc1ccc(S(=O)(=O)N2CCCCCC2)cc1	8%	-5	-7	-1	1	0	-1.1	1	0.9
CCOC(=O)N1CCN(C(=O)c2ccc(CS(=O)(=O)c3ccccc3OC)o2)CC1	4%	3	-9	-5	0.99	-1	-0.8	1.1	0.5

Compound profiles, from the list above. Order of screens: NADH coupling	RORA act	5-HT1A blocker	SF1 activator	A340 absorber	MMP13 inh	HTR1A agonist	Autofluor 339	TNAP act DEA
Listed for Cc1ccc(C(C)C)c(OCCN)c1 → 5%	-13	10	0	0.99	-3	-1.7	1.1	0.9
Listed for CC(=O)OC1CC2(C)C(=O)CCC2C2CCc3cc(O)ccc3C12 (configuration not stated) → 1%	9	-6	-8	0.99	-1	-1.3	1.1	0.9
Listed for COc1cccc(C(=O)Nc2ccc(C(=O)O)cc2)c1 → 6%	-24	2	-8	0.95	4	-2.1	1.2	0.9
Listed for CC1CCc2c(sc3ncn4c(SCC(=O)NCc5ccco5)nnc4c23)C1 (configuration not stated) → 0%	-10	-2	-5	1.1	2	4.6	1.2	1
Listed for COc1cccc(NC(=O)CC2SC(=Nc3ccccc3)NC2=O)c1 (configuration not stated) → 2%	0	·	2	0.98	-7	0.4	1	0.8

Records listed above printed as active in SF1 activator.
SMILES	NADH coupling	5-HT1A blocker	SF1 activator	A340 absorber	MMP13 inh	HTR1A agonist	Autofluor 339	TNAP act DEA
O=C(Nc1ccccc1)c1cnc[nH]1	1%	3	57*	0.98	-12	-2.1	1.1	0.9
N#Cc1cc2ccccc2nc1SCc1ccccn1	10%	22	67*	0.99	0	-2.0	1.1	0.8

The results go on:
SMILES	NADH coupling	RORA act	5-HT1A blocker	SF1 activator	A340 absorber	MMP13 inh	HTR1A agonist	Autofluor 339	TNAP act DEA
O=C(CCS(=O)(=O)Cc1ccccc1F)NCCCN1CCCCC1	7%	13	-1	-3	0.99	0	-3.1	1.1	0.9
CCOc1ccc(NC(=O)Nc2ccc3c(c2)N(C)C(=O)CS3)cc1	5%	2	-9	-15	1	3	-2.5	1.1	0.9
C=CCc1cccc(/C=N/c2ncn[nH]2)c1O	3%	-3	·	19	1	-4	1.9	1.1	0.9
CCOC(=O)C1=C(C)NC(=O)NC1c1ccoc1 (configuration not stated)	10%	-15	2	4	0.98	-2	-7.2	0.97	1.1
CCCCNc1ncnc2c1cnn2-c1ccccc1	5%	63*	10	40	1	-1	0.2	1.1	0.9
